Screens: PubChem, National Center for Advancing Translational Sciences (NCATS)
HT1080-NT tox – kills 2HG-producing HT-1080-NT fibrosarcoma cells. HT-1080-NT fibrosarcoma viability, CellTiter-Glo ATP luminescence, 48 h. AID 686970. Potency, µM (highest dose often 46.1 µM), for the others: top-dose activity, negative = less viability, hits mostly cytotoxic. 1.6% of 360,000 active;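 also: NT is the 2HG producing partner of a matched IDH1 knockdown line; potency is read from the fitted curve at half-maximal effect; 0% = DMSO-treated cells and -100% = media-only wells without cells; nearly all actives have a fitted effect of over 55% in size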
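HT-1080-NT; 750 cells/well; 5% FBS RPMI; 48 h compound, 37 degrees C; CellTiter-Glo luminescence; curve fitting and curve-class assignment.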
SW480 rereplic – DNA re-replication induction in SW480 cells | Potency, µM (highest dose often 46.1 µM), inactives show at the top dose re-replication activation, most hits filed as activators | AID 624297 | 1.8% of 340,000 active | SW480 DNA re-replication, Hoechst DNA content imaging, 48 h; also: potency is read from the fitted curve at half-maximal effect; % of control where 0% means no effect; nearly all actives have a fitted effect of over 55% in size
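Image-based DNA-content assay: after two days of treatment, nuclei were labelled with the DNA dye Hoechst and imaged, and hits were compounds raising the count of nuclei showing high fluorescence intensity.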
D3 ag – agonists of human D3 dopamine receptor; max activation, %; D3R DiscoveRx beta-arrestin cells, luminescence, 90 min; AID 652048; 0.58% of 410,000 active; in the data active = max activation above about 30%; also: 0% is about no effect; mostly tested at two doses, the higher about 12 µM
Target sequence (P35462 whole entry, looked up): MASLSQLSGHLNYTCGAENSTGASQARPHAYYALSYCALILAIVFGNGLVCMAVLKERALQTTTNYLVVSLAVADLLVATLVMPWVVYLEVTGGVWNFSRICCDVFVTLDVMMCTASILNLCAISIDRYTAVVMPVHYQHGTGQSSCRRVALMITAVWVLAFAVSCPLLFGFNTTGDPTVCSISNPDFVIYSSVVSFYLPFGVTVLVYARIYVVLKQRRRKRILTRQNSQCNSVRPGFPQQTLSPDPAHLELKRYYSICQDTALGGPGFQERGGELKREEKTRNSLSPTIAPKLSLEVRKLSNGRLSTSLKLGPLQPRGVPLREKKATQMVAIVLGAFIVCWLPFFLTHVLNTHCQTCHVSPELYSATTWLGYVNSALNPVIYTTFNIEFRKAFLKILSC
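Agonist mode: compounds and dopamine controls were applied to plated cells for 90 min at 37 degrees C after an overnight attachment at 1500 cells/well. Luminescent read-out followed 30 - 60 minutes at room temperature with DiscoveRx detection reagent.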
HT1080 IDH1KD tx – kills HT-1080 cells with IDH1 knockdown; Potency, µM (titrated, usually from 46.1 µM), for the others: at the top dose activity, negative = toxicity, hits mostly cytotoxic; AID 686971; 2% of 360,000 active; HT-1080 IDH1 knockdown viability, ATP luminescence, 48 h;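 also: potency is read from the fitted curve at half-maximal effect; 0% = DMSO wells and -100% = cell-free medium wells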
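Viability of IDH1-knockdown HT-1080 fibrosarcoma cells was assessed by CellTiter-Glo after 48 h at 37 °C with titrated compound; concentration-effect curves were classified by fit quality and response size.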
GLP-1R agonist – agonists of human GLP-1 receptor; HEK293 GLP-1R CRE-luciferase, luminescence, 4-6 h; cells express a hypersensitive GLP-1R form; AID 624172; Potency, µM (highest dose often 45.6 µM), for the others: at the highest dose activation, actives largely listed as activators; 0.007% of 380,000 active; also: potency is read from the fitted curve at half-maximal effect; % of control where 0% means no effect
Target sequence (P43220 whole entry, looked up): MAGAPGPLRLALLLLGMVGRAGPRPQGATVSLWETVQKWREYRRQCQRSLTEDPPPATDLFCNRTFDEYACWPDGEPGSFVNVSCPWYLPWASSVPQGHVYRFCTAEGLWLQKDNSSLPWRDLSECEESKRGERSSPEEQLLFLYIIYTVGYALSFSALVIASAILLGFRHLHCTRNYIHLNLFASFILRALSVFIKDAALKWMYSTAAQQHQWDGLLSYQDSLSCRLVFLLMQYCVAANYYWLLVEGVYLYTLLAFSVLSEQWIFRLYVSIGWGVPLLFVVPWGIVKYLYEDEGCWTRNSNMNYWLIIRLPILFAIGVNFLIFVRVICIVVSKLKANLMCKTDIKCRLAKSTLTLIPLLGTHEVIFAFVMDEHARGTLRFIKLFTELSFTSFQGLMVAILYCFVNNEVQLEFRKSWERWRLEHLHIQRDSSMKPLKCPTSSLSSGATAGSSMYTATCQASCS
KB-3-1 cytotox – kills parental KB-3-1 adenocarcinoma cells; AID 1347075; KB-3-1 viability, CellTiter-Glo ATP luminescence, 72 h; Potency, µM (series often up to 46.1 µM), for inactives: top-dose activity change, negative = cytotoxic, most hits filed as cytotoxic; 1.4% of 400,000 active; also: potency is read from the fitted curve at half-maximal effect; % is scaled to controls: 0 for no effect and ±100 for the full control effect; nearly all actives have a fitted effect of over 60% in size
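Multi-concentration cytotoxicity screen in KB-3-1 cells grown in DMEM lacking phenol red with 10% FBS. After 72 h at 37 °C with compound, ATP-dependent luminescence was recorded.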
IL1B secr inh – blocks inflammasome-driven IL-1 beta release. THP-1 LPS/ATP IL-1B secretion, AlphaLISA, 16 h; stronger effect = lower value. activity change, % at 57.5 µM. 4.7% of 360,000 active; in the data active = activity change below about -50%; inconclusive = mostly about -30% to -49%; also: % is scaled to controls: 0 for no effect and ±100 for the full control effect
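Secreted IL-1B measured by AlphaLISA bead assay after 16 h compound exposure of THP-1 cells; compounds (final up to 57.5 uM) added 1 h before LPS (250 ng/mL) and ATP (1.25 mM) stimulation; lower signal means less secretion.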
KB-V1 cytotox – KB-V1 MDR subline cytotoxicity; KB-V1 MDR cells viability, CellTiter-Glo, 72 h; Potency, µM (top dose mostly 46.1 µM), without a hit: at the top dose activity change, negative = cytotoxicity, usual class: cytotoxic; 3.4% of 400,000 active; AID 1347076; also: potency is read from the fitted curve at half-maximal effect; % is scaled to controls: 0 for no effect and ±100 for the full control effect; nearly all actives have a fitted effect of over 60% in size
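Following 72 h at 37 degrees C with compound, KB-V1 cell viability was read by CellTiter-Glo luminescence, medium being phenol-red-free DMEM plus 10% FBS; concentration-response parameters came from normalized, curve-fitted qHTS data.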
D3 antag – D3 dopamine receptor (human) antagonism; P35462; D3R cells, DiscoveRx beta-arrestin luminescence, antagonist mode; stronger effect = lower value; max response, negative = inhibition, %; 2.5% of 360,000 active; in the data active = max response below about -50%; inconclusive = no clear call, values can overlap the other calls; also: % is scaled to controls: 0 for no effect and ±100 for the full control effect; mostly tested at two doses, the higher about 12 µM
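Cells expressing the human receptor were seeded at 1500 cells/well, incubated overnight at 37 degrees C in 5% CO2, then exposed to library compounds with dopamine controls for 90 minutes at 37 degrees C before luminescent detection.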
Numbers without * were called inactive; ? = inconclusive; . = no result given; [ ] = remark or other dose. Unless noted, calls follow the shape of the dose curve; as a rule, active = well fitted curve in the direction sought with a large enough effect; inconclusive = small, poorly fitted or top-dose-only effect, or another doubt; inactive = no such curve, though single readings can be large; an effect the other way counts as inactive or inconclusive.

SMILES	HT1080-NT tox	SW480 rereplic	D3 ag	HT1080 IDH1KD tx	GLP-1R agonist	KB-3-1 cytotox	IL1B secr inh	KB-V1 cytotox	D3 antag
CCN(CC)CC(=O)NCC1(c2ccccc2)CCOCC1	17%	-3%	2	2%	-9%	5%	0	3%	8
COC(C(=O)Nc1cc([N+](=O)[O-])ccc1C)c1ccccc1 (configuration not stated)	6%	2%	-6	13%	6%	-2%	6	-5%	-3
CC12CCC(=O)N1C(C(=O)Nc1ccccc1N1CCCCC1)CS2 (configuration not stated)	8%	5%	7	-3%	1%	-3%	0	9%	-30
O=C(NC1CC1)C1CCN(C2CCN(Cc3ccccc3C(F)(F)F)CC2)CC1	-9%	15%	-5	-1%	6%	-2%	-14	-9%	-2
C[C@@H]1CN([C@@H](C)CO)C(=O)c2cccc(NC(=O)Nc3ccc(F)cc3)c2O[C@@H]1CN(C)Cc1ccc(Oc2ccccc2)cc1	23µM*	?	-14	?	1%	-20%	19	-1%	-71*
COc1ccc(S(=O)(=O)N2CCCCC2)cc1NC(=O)CCOc1cc(C)ccc1C	-1%	-6%	5	5%	1%	2%	5	0%	4
Cn1cccc1/C=N/NC(=O)c1ccn[nH]1	3%	-2%	12	2%	-2%	17%	3	?	2
O=C(O)CCC(=O)N1CCN(S(=O)(=O)c2ccc3ccccc3c2)CC1	-8%	9%	-7	-2%	1%	-1%	-2	0%	-4
COc1cc(C2C(C(=O)Nc3ccccc3)=C(C)Nc3nc(SCc4ccccc4F)nn32)cc(OC)c1OC (configuration not stated)	.	.	-1	.	0%	27%	.	?	.
C1=NN(c2ccccc2)C=NN1c1ccccc1	10%	?	-12	20%	0%	17%	9	5%	21
Cc1cc(C(=O)COC(=O)c2nc3nccc(C)n3n2)c(C)n1CC1CCCO1 (configuration not stated)	5%	-8%	-3	9%	7%	-3%	9	3%	-6
O=C(CC1C(=O)NCCN1Cc1ccc(Cl)c(F)c1)NCCc1cccnc1 (configuration not stated)	-18%	-16%	2	9%	8%	9%	-11	23%	8
CC(=O)Nc1ccc(NS(=O)(=O)c2cc(Br)cc3c2N(C(=O)C2CC2)CC3)cc1	.	.	-5	.	0%	-2%	.	29%	.
O=C(NNC(=O)C(c1ccccc1)c1ccccc1)c1ccccc1O	-16%	.	3	?	0%	-20%	49	?	?
O=C(CSc1nnc(-c2ccccc2O)n1-c1ccccc1)Nc1cccc(C(=O)O)c1	-1%	-15%	2	5%	-1%	17%	13	9%	-16
Cc1ccc(NC(=O)c2cnccn2)cc1S(=O)(=O)N(C)C	5%	.	7	10%	-10%	20%	0	-11%	-16
CCC(=O)Nc1ccc(C(=O)Nc2ccc3c(c2)OCO3)cc1	-3%	3%	-6	1%	0%	-2%	-14	2%	?
CCOc1ccc(OCc2ccc(C(=O)Nc3ccc(Cl)cn3)o2)cc1	-16%	0%	11	3%	-1%	-25%	5	?	10
COc1ccccc1NC(=O)CCn1cccc1	9%	-15%	-2	-1%	-11%	14%	-6	19%	3
COc1ccc(OC)c(S(=O)(=O)N2CCN(C)CC2c2ccccc2)c1 (configuration not stated)	-1%	-2%	0	6%	0%	16%	14	-15%	0
CN(C)c1ccc(C(=S)Nc2ccccc2)cc1	2%	?	-2	10%	7%	-12%	-3	-13%	-7
CCC(C)(C)n1nnnc1C(c1ccccc1F)N1CCC(C(N)=O)CC1 (configuration not stated)	-4%	0%	2	-13%	-4%	3%	-10	-28%	-14
NS(=O)(=O)c1ccc(NCC2COc3ccccc3O2)c([N+](=O)[O-])c1 (configuration not stated)	0%	0%	-4	-9%	22%	-15%	-2	-29%	-25
CN(NC(=O)c1ccccc1F)c1nc(C(F)(F)F)nc2ccccc12	0.29µM*	0.52µM*	0	0.21µM*	14%	?	94	-12%	1

In the list so far, 2 have a nitro group on carbon.
SMILES	HT1080-NT tox	SW480 rereplic	D3 ag	HT1080 IDH1KD tx	GLP-1R agonist	KB-3-1 cytotox	IL1B secr inh	KB-V1 cytotox	D3 antag
COC(C(=O)Nc1cc([N+](=O)[O-])ccc1C)c1ccccc1 (configuration not stated)	6%	2%	-6	13%	6%	-2%	6	-5%	-3
NS(=O)(=O)c1ccc(NCC2COc3ccccc3O2)c([N+](=O)[O-])c1 (configuration not stated)	0%	0%	-4	-9%	22%	-15%	-2	-29%	-25

The list goes on:
SMILES	HT1080-NT tox	SW480 rereplic	D3 ag	HT1080 IDH1KD tx	GLP-1R agonist	KB-3-1 cytotox	IL1B secr inh	KB-V1 cytotox	D3 antag
O=[N+]([O-])c1ccc(CN2CC(N3CC=CC3)CS2(=O)=O)cc1 (configuration not stated)	0%	.	8	3%	-1%	0%	-24	-6%	9
Cc1ccc(C(O)P(=O)(OCc2ccccc2)c2ccc(N(C)C)cc2)cc1 (configuration not stated)	-1%	-2%	-1	-4%	0%	-4%	-1	-2%	-15
COC(=O)c1ccc(NC(=O)CCNS(=O)(=O)c2cccc3nonc23)cc1	-3%	8%	1	-2%	3%	-10%	8	14%	-21
O=[N+]([O-])c1cc2c(cc1[N+](=O)[O-])OCCOCCOCCOCCO2	-1%	?	0	1%	-1%	-7%	-86*	-4%	9
CN(C)c1ccc(NC(=O)c2cccc(N3C(=O)CCC3=O)c2)cc1	1%	-25%	-3	17%	-1%	3%	5	-6%	-12
Cc1sc(-c2cccnc2)nc1OC(=O)C1CC1	?	?	25	3%	4%	3%	3	20%	11
CN(C)S(=O)(=O)N1CCN(c2ccc([N+](=O)[O-])c(NC3CC3)c2)CC1	-5%	12%	-10	0%	25%	2%	-9	-25%	3
Cc1ccc2c(c1)c1nnc(SCC(=O)Nc3cccc(Cl)c3C)nc1n2CC(=O)O	11%	-74%[inhibitor]	-1	2%	1%	4%	19	9%	5
COCCn1c(SCC(=O)Nc2ccc3[nH]c(=O)[nH]c3c2)nc2ccccc21	-10%	-3%	8	-13%	16%	1%	14	6%	19
COc1ccc(CCNC(=O)C(=O)c2cn(CC(=O)N3CCCC3)c3ccccc23)cc1	-4%	.	-6	1%	-2%	1%	-9	-30%	-4
O=C(NCCCn1ccnc1)/C(=C/c1ccco1)NC(=O)c1ccccc1	-3%	-1%	1	1%	-9%	-1%	3	25%	-10
CCc1cc(-c2nnn(CCC3COCCO3)c2CC)ccc1-c1cn(Cc2ccc3ccccc3c2)nn1 (configuration not stated)	-14%	.	0	?	-4%	?	53	?	-11
Cc1ccc(CNC(=O)CCS(=O)(=O)c2ccc3c(c2)NC(=O)CS3)cc1	1%	2%	1	0%	-1%	5%	14	15%	-1
Cc1ccc(C(=O)OCC(=O)N2CCCCCC2)cc1S(=O)(=O)N1CCOCC1	11%	3%	-9	6%	4%	-2%	-1	15µM*	0
Cc1cc(NC(=O)CCC(=O)N(Cc2ccco2)C2(C(=O)NC3CCCCC3)CCCCC2)no1	-20%	3%	2	-9%	12%	28%	-23	0%	-18
O=C(NCC1CCCO1)c1ccc(COCC(F)(F)C(F)F)cc1 (configuration not stated)	-2%	-2%	5	1%	-1%	-7%	-5	0%	-17
Cc1cc(C(=O)CSc2nncs2)c(C)n1Cc1ccco1	-2%	-5%	1	-1%	1%	-14%	11	?	0
Cc1cc(SCC(=O)N/N=C/c2ccc(O)c(O)c2)c(C)cc1Br	-28%	9%[9.22 µM]	2	?	8%	18%	51	12%	11
COCc1ccc(CN2CCCCC2C(=O)Nc2ccc(Oc3ccccc3)nc2)o1 (configuration not stated)	5%	20%	4	-2%	10%	.	1	.	16
CCN(CC)CCn1c(=S)[nH]c2ccc(Cl)cc2c1=O	?	29%	-24	?	0%	13%	-10	10%	?
COC(=O)c1ccc2nc(NC(=O)C(C)C)sc2c1	-14%	1%	1	?	14%	-2%	-15	-10%	6
CCOc1cc(/C=N/O)ccc1OCC(=O)Nc1cccc(C)c1	10%	5%	2	25%	10%	18%	-3	13µM*	16
O[C@H]1CN(Cc2cccs2)[C@@H](c2ccccc2)C[C@@H]1n1cc(C2CC2)nn1	-6%	.	-11	3%	11%	-3%	34	-1%	-25
CCN(Cc1ccccc1)C(=O)c1ccc(CNS(=O)(=O)c2ccc(C)cc2)cc1	-1%	82%	5	-8%	1%	3%	-16	18µM*	2
Cc1ccc(S(=O)(=O)N2CCC(C(=O)NCCc3ccccn3)CC2)cc1	12%	0%	-8	14%	-7%	-5%	18	7%	-5
CCCCN1CC(=O)N2[C@H]3c4cc(OC)ccc4OC[C@@H]3[C@H](C(=O)OCC)[C@]2(C)C1=O	2%	5%	3	0%	-6%	2%	-6	12%	8
COc1ccc(CN(C(=O)CN2C(=O)COc3ccccc32)C2CCCC2)c(OC)c1	-19%	-4%	-9	-11%	0%	16%	-5	0%	-22
CC1(C)c2ccccc2N2CC(=O)NC21/C=C/c1ccco1 (configuration not stated)	1%	0%	3	6%	-5%	2%	-3	-12%	-30
N#Cc1nc(COc2ccccc2Cl)oc1NCc1ccco1	-7%	2%	-3	1%	6%	-4%	?	-1%	?
O=C1N/C(=C/c2ccc(N3CCOCC3)cc2)C(=O)N1Cc1ccc(F)cc1	-2%	5%	1	0%	-1%	-5%	16	-32%	0
Cc1cc(N/C=C/C(=O)c2cccs2)ccc1F	7%	-2%	-1	12%	7%	15%	27	3%	-1
CC1CCN(C(=S)NC(=O)c2ccco2)CC1	18%	-3%	6	13%	-3%	6%	20	-6%	2
C#CCOc1c(Br)cc(/C=C2/C(=O)ON=C2C)cc1OCC	-1%	16%	3	-2%	-1%	0%	4	-1%	0

Exported with values under each structure: entries from further up.
Each structure is followed by: HT1080-NT tox, SW480 rereplic, D3 ag, HT1080 IDH1KD tx, GLP-1R agonist, KB-3-1 cytotox, IL1B secr inh, KB-V1 cytotox, D3 antag
> COc1ccc(CN(C(=O)CN2C(=O)COc3ccccc32)C2CCCC2)c(OC)c1
→ -19%, -4%, -9, -11%, 0%, 16%, -5, 0%, -22
> CC1(C)c2ccccc2N2CC(=O)NC21/C=C/c1ccco1 (configuration not stated)
→ 1%, 0%, 3, 6%, -5%, 2%, -3, -12%, -30

Compounds were not picked by outcome; any-hit rate near 12%.
